Pin1 inhibitor – human Pin1 inhibition | Pin1 FP peptide displacement, HiFluor488, 10 min | 0.009% of 390,000 active | AID 504891 | Potency, µM (titrated, usually from 115 µM), without a hit: at the highest dose activity, negative = inhibition, actives largely listed as inhibitors; active = well fitted inhibition curve with a large enough effect in the polarisation, with a control signal flat, not every such curve was filed as active; inconclusive = small, poorly fitted or top-dose-only effect, or effect the other way, or a change in a side signal; inactive = no such curve, though single readings can be large or run the other way; the % refers to the polarisation; note: potency is the fitted concentration of half-maximal effect; % is set by controls: 0 for no effect and ±100 for the full control effect
Target sequence (Q13526 whole entry, looked up): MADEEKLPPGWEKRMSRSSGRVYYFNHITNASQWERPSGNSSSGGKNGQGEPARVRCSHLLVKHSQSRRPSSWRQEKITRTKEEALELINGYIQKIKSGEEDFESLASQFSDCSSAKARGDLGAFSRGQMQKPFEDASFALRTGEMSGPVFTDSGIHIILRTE
ERG-DNA inh – ERG Ets/DNA interaction inhibition; fluorescence polarization, His-ERG Ets domain / labelled DNA; Potency, µM (top dose mostly 76.9 µM), without a hit: top-dose FP activity, negative = inhibition, actives largely listed as inhibitors; 0.028% of 370,000 active; active = well fitted inhibition curve with a large enough effect in the polarisation, with a control signal flat; inconclusive = small, poorly fitted or top-dose-only effect, or effect the other way, or a change in a side signal; inactive = no such curve, though single readings can be large or run the other way; the % refers to the polarisation;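 note: polarization taken with two DNA probes labelled with fluorescein and Texas red; potency is the fitted concentration of half-maximal effect; % of control where 0% means no effect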
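His-tagged ERG Ets domain (1 uM in the protein solution; 300mM KCl, 50mM Tris-HCl, 1mM EDTA, 1mM DTT, pH 7.5) received compound, then a probe mix of 5 nM fluorescein-DNA and 100nM Texas-615-DNA. Fluorescence polarization was read for both dyes.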
PI4K2A block – inhibitors of human PI4K2A; AID 1346378; activity change, negative = inhibition, % at 76.9 µM; Q9BTU6; 0.13% of 420,000 active; purified PI4K2A, ADP-Glo luminescence, 1 h; hits give low values; in the data active = activity change below about -50%; inconclusive = mostly about -30% to -49%;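 note: -100% = wells without enzyme as full effect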
Target sequence (Q9BTU6 whole entry, looked up): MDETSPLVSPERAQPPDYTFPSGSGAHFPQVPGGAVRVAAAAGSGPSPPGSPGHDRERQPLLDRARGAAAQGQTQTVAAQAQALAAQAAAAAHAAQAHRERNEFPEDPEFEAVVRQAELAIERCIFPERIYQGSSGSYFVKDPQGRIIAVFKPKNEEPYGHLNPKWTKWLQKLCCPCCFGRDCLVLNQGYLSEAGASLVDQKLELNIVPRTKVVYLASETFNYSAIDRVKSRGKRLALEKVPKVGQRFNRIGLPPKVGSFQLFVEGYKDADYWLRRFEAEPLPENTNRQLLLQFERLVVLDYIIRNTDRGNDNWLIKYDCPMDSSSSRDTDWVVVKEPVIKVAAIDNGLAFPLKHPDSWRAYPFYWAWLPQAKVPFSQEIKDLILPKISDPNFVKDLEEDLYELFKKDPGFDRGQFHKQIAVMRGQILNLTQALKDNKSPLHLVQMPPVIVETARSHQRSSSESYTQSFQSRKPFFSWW
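Compounds are screened against recombinant PI4K2A using PI as substrate and ATP, the latter dispensed at 300 microM. Reactions run one hour at ambient temperature before ADP-Glo detection; full inhibition defined by wells lacking enzyme.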
HP1b chromo inh – HP1-beta chromodomain-methylated histone interaction inhibition; AlphaScreen HP1-beta / biotin-H3K9me3 peptide binding; 0.56% of 390,000 active; AID 540317; Potency, µM (doses to about 114 µM), without a hit: top-dose activity change, negative = inhibition, usual class: inhibitors; note: potency is the fitted concentration of half-maximal effect; nearly all actives have a fitted effect of over 70% in size; inactives centre near 23
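AlphaScreen: HP1-beta (50 nM) preformed 30 min with biotin-H3(1-18)K9me3 peptide (50 nM) in PBS pH 7.4, 0.01% Tween-20. Compound added for 30 min at RT, then streptavidin donor/nickel chelate acceptor beads (10 ug/mL) for 30 min.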
G9a inh – G9a (human) methyltransferase inhibition | G9a H3K9 monomethylation, AlphaScreen, 2 h | Potency, µM (highest dose often 102 µM), inactives show top-dose activity, negative = inhibition, hits mostly inhibitors | 8.8% of 350,000 active | AID 504332; note: potency is the fitted concentration of half-maximal effect; % is set by controls: 0 for no effect and ±100 for the full control effect; nearly all actives have a fitted effect of over 75% in size
Target sequence (Q96KQ7 913-1193 limits assumed): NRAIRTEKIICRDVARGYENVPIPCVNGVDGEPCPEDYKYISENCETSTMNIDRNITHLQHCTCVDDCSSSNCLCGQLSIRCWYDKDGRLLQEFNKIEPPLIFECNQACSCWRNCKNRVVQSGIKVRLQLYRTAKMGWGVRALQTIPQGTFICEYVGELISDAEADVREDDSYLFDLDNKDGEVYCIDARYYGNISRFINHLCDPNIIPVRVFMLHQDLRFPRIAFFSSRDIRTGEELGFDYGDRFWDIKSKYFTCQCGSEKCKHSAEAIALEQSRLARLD
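Methyltransferase reactions run at room temperature for 2 h (20 nM enzyme, 500 nM biotin-H3K9 peptide, 20 uM SAM) after a 15 min compound preincubation; product detected by AlphaScreen beads and anti-H3K9me1 antibody.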
PGK inhibitor – inhibitors of T. brucei phosphoglycerate kinase; AID 602233; 0.043% of 380,000 active; Potency, µM (highest dose often 57.5 µM), without a hit: at the highest dose activity change, negative = inhibition, most hits filed as inhibitors; P07378; PGK/GAPDH coupled, Kinase-Glo luminescence, 60 min; note: potency is the fitted concentration of half-maximal effect; % is set by controls: 0 for no effect and ±100 for the full control effect; nearly all actives have a fitted effect of over 60% in size
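Recombinant glycosomal PGK reaction used 1,3-bisphosphoglycerate generated in-well by GAPDH (100nM final) in 100mM TEA pH 7.6, 5mM MgCl2, 0.01% Tween-20. After 60 minutes at room temperature, ATP was read by Kinase-Glo Plus luminescence end-point.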
JMJD2A Tudor – inhibitors of human JMJD2A Tudor domain; Potency, µM (series often up to 114 µM), inactives show at the highest dose activity change, negative = inhibition, most hits filed as inhibitors; O75164; AlphaScreen JMJD2A-Tudor / H3K4me3 peptide binding; 4.4% of 390,000 active; AID 504339; note: potency is the fitted concentration of half-maximal effect; % is set by controls: 0 for no effect and ±100 for the full control effect; nearly all actives have a fitted effect of over 50% in size
GLS inhibitor – blocks human kidney-isoform glutaminase activity; Potency, µM (titrated, usually from 45.5 µM), for the others: at the highest dose activity change, negative = inhibition, actives largely listed as inhibitors; 0.21% of 410,000 active; AID 624170; GLS enzymatic activity, qHTS titration; note: potency is the fitted concentration of half-maximal effect; % is set by controls: 0 for no effect and ±100 for the full control effect
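Enzyme dispensed in phosphate buffer (45 mM, pH 8.2, 0.02% Tween-20), compounds pinned in, then 1 mM L-glutamine solution and the glutamate oxidase–HRP–Amplex Red mix added; fluorescence read immediately and again after 30 min at room temperature.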
BAZ2B inh – blocks human BAZ2B; Q9UIF8; AlphaScreen BAZ2B-H3K14Ac peptide displacement; Potency, µM (series often up to 114 µM), for the others: at the highest dose activity change, negative = inhibition, actives largely listed as inhibitors; 4.4% of 360,000 active; note: potency is the fitted concentration of half-maximal effect; % is set by controls: 0 for no effect and ±100 for the full control effect; nearly all actives have a fitted effect of over 60% in size
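BAZ2B (50 nM) with biotin-H3(5-23)K14Ac peptide (50 nM) in PBS pH 7.4, 0.01% Tween-20, preformed 30 min, then compound 30 min at room temperature; top concentration 110uM. AlphaScreen streptavidin donor/nickel chelate acceptor beads (10 ug/mL final), 20 min dark, signal read.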
The depositor's hits bear a star; i = inactive; ? = inconclusive; . = not tested or not shown; & = joins results of further samples; [ ] = another dose, or the depositor's remark. Unless noted, calls come from the whole dose curve; as a rule, active = well fitted curve in the direction sought with a large enough effect; inconclusive = small, poorly fitted or top-dose-only effect, or another doubt; inactive = no such curve, though single readings can be large; an effect the other way counts as inactive or inconclusive. No enrichment for hits; overall some 11% were active at least once.

SMILES	Pin1 inhibitor	ERG-DNA inh	PI4K2A block	HP1b chromo inh	G9a inh	PGK inhibitor	JMJD2A Tudor	GLS inhibitor	BAZ2B inh
Cc1ccc(CN(C)C(=O)c2ccc3c(c2)NC(=O)CS3)o1	-1%	-1%	-2	-13%	?	-8%	-22%[11.4 µM]	4%	-23%
CC(=O)c1ccc(-n2c(CCC(=O)O)ccc2-c2cccs2)cc1	29%&12%	-12%	1&2	-5%&12%	14µM*	3%&-5%	?	52%&58%[activator]	?
CCCOC(=O)c1ccc(Oc2c(-c3ccc(O)cc3O)n[nH]c2C)cc1	3%	5%	0	7%	0%	i	?	28%	-31%
CC(C)(C)OC(=O)N(CCc1ccccc1)Cc1ccccc1OCc1ccc(NC(=O)C2CCC2)cc1	8%	2%	-3	20%	.	5%	-20%	1%	.
CC1(C)NC(=O)N(c2ccc([N+](=O)[O-])c(C(F)(F)F)c2)C1=O	1%	4%	-3&-1&3	13%	14%[59 µM]	-3%	-16%	-3%&4%	11%
Cc1cc(NC(=O)CN2CCC(C)CC2)no1	-9%	5%	0	?	3.5µM*	-8%	5µM*	0%	.
COCc1nc2c([nH]1)c(=O)n(C)c(=O)n2CC(C)C	-8%	-3%	0&0	21%	16%[59 µM]	7%	-8%	10%	8%
CCCCN(CC)CCNC(=O)c1cc2c(=O)n(CC)c3ccccc3c2s1	0%&-9%	-12%&1%	4&5	12%&20%	4%[2.33 µM]	2%	-1%&-12%	16%&-3%	0%&-31%
COc1ccccc1CNC(=O)CSC1=NCCS1	-5%	1%	-4	27%	?	-3%	1%	-1%	1%
CN1CCN(C(=O)CN(Cc2ccc(Cl)cc2)S(C)(=O)=O)CC1	0%	7%	6	47%[activator]	12%[12.7 µM]	-2%	8%	-4%	9%
Cc1csc(=O)n1CCC(=O)OCC(=O)Nc1ccc(S(N)(=O)=O)cc1	2%	-3%	1	23%	24%[12.7 µM]	-4%	2%	-5%	-5%
CCCOc1cccc(C(=O)Nc2ccc(-c3nc4ccccc4o3)cc2)c1	3%	-1%	1	-1%	5%[59 µM]	-9%	-23%	-1%	3%
CCOC(=O)c1c(C)[nH]c(C)c1S(=O)(=O)N1CCCC(C(=O)Nc2ccc(C)c(N(C)C)c2)C1 (stereo unspecified)	5%	-4%	-9	10%	-33%[59 µM]	1%	-31%	11%	?
COc1ccccc1N1CCN(C2=CC(=O)CCC2)CC1	-9%	-6%	3	36%	-40%	-2%	-15%	39%[activator]	-1%
CCN(CC)C(=O)CN(c1cc(Cl)ccc1OC)S(C)(=O)=O	0%	.	-3	-1%	-3%[59 µM]	.	-17%	4%	4%
COc1nc(N2CCOCC2)nc(C)c1[N+](=O)[O-]	2%	-3%	-6	23%	2%[59 µM]	-10%	-6%	7%	0%
CC(C)C(NC(=O)c1ccc2c(c1)OCO2)C(=O)N/N=C\c1ccco1 (stereo unspecified)	2%	.	2	5%	-15%	-7%[11.5 µM]	-19%	-1%	4%
COc1ccc(S(=O)(=O)Nc2cccc(S(=O)(=O)NC3=NCCC3)c2)cc1[N+](=O)[O-]	3%	-1%	-2	31%	?	-6%	-9%	-2%	-3%
CCCCSc1nnc([C@H](C)NC(=O)OC(C)(C)C)o1	-1%	-13%	-1	3%	?	-4%	-2%	-7%	29%
O=C(NNc1cccc(Cl)n1)c1c(F)cccc1F	9%	14%	-10	26%	11%	2%	-13%	7.9µM*	-1%
CC(C)CN(C(=O)COC(=O)CCC(=O)c1ccc(F)cc1)c1c(N)n(Cc2ccccc2)c(=O)[nH]c1=O	20%	-3%	3	35%	9%[0.501 µM]	-2%	-9%	-4%	9%
CC(=O)Nc1ccc(/C(C)=N/NC(=O)C2CC2c2ccccc2)cc1 (stereo unspecified)	-6%	9%	-2	16%	-6%[59 µM]	i	-10%	7%	-19%
CCOC(=O)c1nc(C)n(-c2cc(Cl)ccc2Cl)n1	2%	4%	-1	25%	-5%	-3%	-4%	-3%	0%
CCN(CC)S(=O)(=O)c1ccc(/C=C/C(=O)OCC(=O)NCc2ccco2)cc1	75%[activator]	-10%	-19	?	.	-17%	32µM*	-4%	.
COCCN1C(=O)C(=O)/C(=C(/O)c2cccc(OC)c2)C1c1ccc(C)o1 (stereo unspecified)	?	-8%	2	43%[activator]	18%[12.7 µM]	-5%	?	8%	-30%
CC(=O)c1nnn(-c2ccc(Cl)cc2C#N)c1C	-3%	3%	2	26%	.	-5%	4%	-1%	2%
Cc1ccc(C(=O)N2CCN(c3ccc(NC(=O)c4cccs4)cc3)CC2)cc1	0%	3%	0	-1%	.	-5%	-8%	27%	?
COc1ccc(C2=CC(=O)C[C@H](CN3C(=O)c4ccccc4C3=O)N(C(=O)OC(C)(C)C)O2)cc1	59%[activator]	3%	-4	19%	.	-8%	-27%	0%	.
NCCCCCc1nnc(SCc2ccc(F)cc2)o1	2%	-2%	0	26%	0%[59 µM]	1%	-13%	5%	-16%
Cc1cccc(NC(=O)CSCC(=O)N(CCC(C)C)c2c(N)n(Cc3ccccc3)c(=O)[nH]c2=O)c1	0%	-4%	-3	17%	40µM*	1%	-5%	-7%	-15%
O=[n+]1c2c(n([O-])c3ccccc31)CCCC2	-6%	-3%	0	47%[activator]	13%[59 µM]	-6%	-3%	-4%	13%
CCCCCc1ccc(-c2ccc(OCC)cc2)nc1	-1%	7%	2	91%[activator]	157%[activator]	0%	72%[activator]	-9%	45%[activator]
O=C/C=C/c1c(-c2ccccc2)cc2oc3ccccc3cc1-2	-4%	15%	0	6.3µM*	8.9µM*	-7%	6.3µM*	4%	3.5µM*
CCCc1nnc(N2C(=O)c3oc4ccc(F)cc4c(=O)c3C2c2ccc(C(=O)OC)cc2)s1 (stereo unspecified)	-4%	-4%	0	22%	?	-6%	-7%	-11%	3%
COC(=O)Cc1[nH]nc2c1C1(C(=O)N(Cc3ccccc3)c3ccccc31)C(C#N)=C(N)O2 (stereo unspecified)	14%	12%	-6	39%[activator]	0%[12.7 µM]	5%	6%	11%	-3%
Cc1cccc(OC(=O)c2cn(C)nc2C(F)(F)F)c1C	1%	4%	5	55%[activator]	20%	-8%	14%	-27%	69%[activator]
CN1CCN(S(=O)(=O)c2cccc(C(=O)O)c2)CC1	3%	5%	0	40%[activator]	-50%	-5%	-9%	1%	-1%
CN(C)c1ccc(C(=S)N2CCCC2)cc1Br	-1%	-6%	6	14%	0%	-6%	-14%	-6%	-17%
C/C=C1\COC(C(=O)NCCCN2CCCC2=O)(C(F)(F)F)C=C1C=C(C)C (stereo unspecified)	1%&-3%	-1%	-5	41%&40%[activator]	.	0%	-15%&-4%	11%	.
COc1ccc(C)cc1Nc1n[n+](-c2ccccc2)c(-c2cc([N+](=O)[O-])cc(OC)c2O)s1	?	9%	-3	-2%	32µM*	-2%	?	0%	?
COc1ccc(CNC(=O)Cn2ncc3c([nH]c4ccccc43)c2=O)cc1	0%	2%	-4	20%	-2%[59 µM]	-2%	5%	5%	-1%
COc1ccc(C(=O)N/N=C/c2cc3ccccc3[nH]c2=S)cc1	-2%	-4%	-4	-5%	0.71µM*	7%	3.2µM*	4%	?
Cc1ccc(C2(C)NC(=O)N(CC(=O)NCCC3=CCCCC3)C2=O)cc1 (stereo unspecified)	6%	2%	-6	59%[activator]	?	4%	-15%	-12%	15%
CC(C)(C)C(=O)N1CCN(c2ccc(NC(=O)c3ccc([N+](=O)[O-])o3)cc2)CC1	0%	3%	-2	10%	-16%[59 µM]	1%	-17%	17%	-8%
Cc1ccc2[nH]c(C(=O)NCCN3CCCC3)cc2c1	10%	-4%	1	27%	?	8%	-18%	-12%	-27%
N#Cc1c(-c2ccc(F)cc2)c2c([nH]c1=O)-c1ccccc1OC2	-5%	-10%	-10	36%	.	-15%	3%	-1%	6%
Cn1cc(CN2CCCC(C(=O)Nc3cccc(-n4cccn4)c3)C2)cn1 (stereo unspecified)	-3%	20%	-3	43%[activator]	-2%	-3%	-8%	5%	-19%
O=C(O)C1CCCCN1S(=O)(=O)c1ccc(Cl)s1 (stereo unspecified)	-1%	-8%	-3	49%[activator]	-5%	i	-6%	-1%	-3%

Entries above printed as active in BAZ2B inh:
SMILES	Pin1 inhibitor	ERG-DNA inh	PI4K2A block	HP1b chromo inh	G9a inh	PGK inhibitor	JMJD2A Tudor	GLS inhibitor	BAZ2B inh
O=C/C=C/c1c(-c2ccccc2)cc2oc3ccccc3cc1-2	-4%	15%	0	6.3µM*	8.9µM*	-7%	6.3µM*	4%	3.5µM*

New compounds follow
SMILES	Pin1 inhibitor	ERG-DNA inh	PI4K2A block	HP1b chromo inh	G9a inh	PGK inhibitor	JMJD2A Tudor	GLS inhibitor	BAZ2B inh
O=C(CN1CCN(c2ccccn2)CC1)N1c2ccccc2Sc2ccc(C(F)(F)F)cc21	?	-6%	1	16µM*	?	-7%	2µM*	.	22µM*
Cc1ccc(C2CCN(C(=O)Nc3ccc(F)cc3)C2)cc1 (stereo unspecified)	2%	4%	1	22%	16%	i	-1%	1%	19%
CC(=O)Nc1ccc(NC(=O)CSc2nnnn2-c2ccccc2F)cc1	-1%	-7%	0	41%[activator]	13%	-8%	3%	-6%	-8%
COC(=O)c1ccc(S(=O)(=O)N2CCc3ccccc3C2)cc1	-2%	4%	-2	31%	.	i	3%	-3%	-4%
CCOC(=O)C1(CCOc2ccccc2)CCN(CCCn2cccn2)CC1	0%	7%	-2	34%	.	-1%	-16%	-13%	-8%
